Assay outcomes from PubChem BioAssay.
RSV antiviral HEp-2: inhibition of RSV-induced cytopathic effect – HEp-2 cells, primary 10 µM value included (AID 2391) | HEp-2 cells, RSV-induced CPE inhibition; higher % means a stronger effect | one-dose CPE inhibition, % at 10 µM; IC50 in µM for titrated hits | 310,000 tested, 0.13% active; in the data active means a potency from the dose series; inconclusive means CPE inhibition mostly from about 23% at the one dose, without a potency; inactive means the rest, 99 in 100 with CPE inhibition below about 21%; further: strong numbers were not always called active
K1F lysis inhibition: protection from phage-mediated lysis, alamar blue read-out – E. coli UTI89, K1F phage, bacterial capsule biogenesis inhibitors (AID 488966); E. coli UTI89 K1F phage lysis, alamar blue, 2 h; higher % means a stronger effect; inhibition, % at 100 µM; hits with a dose series show IC50 in µM; 340,000 tested, 0.02% active;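 active means phage lysis inhibition, versus mean bacterial control, above a set limit; inconclusive means no clear call, values can overlap the other calls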;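 further: capsule biogenesis inhibitors block K1F phage lysis so surviving cells raise fluorescence; higher fluorescence means more inhibition of phage lysis; actives were called in the ten point dose series up to 300 µM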
P. falciparum M1AAP: P. falciparum M1AAP inhibitors, biochemical, fluorogenic H-Leu-NHMec substrate, 1536-well (AID 1445). recombinant M1AAP, H-Leu-NHMec fluorogenic kinetic assay; higher % means a stronger effect. inhibition, % at 30 µM; hits with a dose series show IC50 in µM. 220,000 tested, 0.42% active;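 active means primary inhibition above the hit cutoff, then over 50% inhibition at one or more dose response concentrations, cut at about 23% in these data, passing the limit was not always enough; inconclusive means conflicting primary data, or primary hits not chosen for dose response; inactive means low primary inhibition, or under 50% at every dose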;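 further: plate controls were DMSO full reaction for no effect and no enzyme background for full effect; strong numbers were not always called active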
M17LAP inhibition: P. falciparum M17LAP inhibitors, primary screen, biochemical, fluorogenic H-Leu-NHMec substrate, 1536-well (AID 1619) | 220,000 tested, 0.38% active | inhibition, % at 30 µM, or IC50 in µM where a hit was titrated | recombinant M17LAP, H-Leu-NHMec fluorogenic kinetic assay; higher % means a stronger effect;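 active means compound inhibiting the enzyme by more than half at any dose during confirmatory dose-response retesting; inconclusive means strong single-dose inhibitors picked by rank but not retested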;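 further: plate controls were full reaction with DMSO carrier for no effect and no enzyme background for full effect; strong numbers were not always called active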
PMI inhibitors: MPI enzyme activity inhibition – biochemical, fluorescence intensity, coupled assay, primary screen (AID 1209); inhibition, % at 20 µM, or IC50 in µM where a hit was titrated; 190,000 tested, 0.42% active; purified PMI enzyme, coupled fluorescence intensity; higher % means a stronger effect;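 further: plate controls were DMSO vehicle for no effect and wells lacking substrate for full effect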
PMI inhibition: human PMI inhibitors, high substrate, primary screen, biochemical, fluorescence intensity, high mannose 6-phosphate (AID 1220); inhibition, % at 20 µM, or IC50 in µM where a hit was titrated; recombinant PMI enzyme, coupled fluorescence intensity; higher % means a stronger effect; 190,000 tested, 0.66% active
West Nile virus CPE: West Nile virus antiviral activity, cell-based, CPE readout (AID 1621); CPE inhibition, % at 10 µM; hits with a dose series show IC50 in µM; West Nile virus-infected cells, CPE inhibition; higher % means a stronger effect; 290,000 tested, 0.02% active; in the data active means a potency from the dose series; inconclusive means CPE inhibition mostly from about 3.7% at the one dose, without a potency; inactive means the rest, 99 in 100 with CPE inhibition below about 2.2%; further: strong numbers were not always called active
TNAP activators: stimulation of alkaline phosphatase TNAP activity – biochemical, luminescent, no phosphate acceptor, uHTS, primary screen (AID 1001); purified TNAP, luminescent activation assay, no phosphate acceptor; higher activation fold means a stronger effect; one-dose activation fold at 20 µM; EC50 in µM for titrated hits; 200,000 tested, 0.03% active; in the data active means activation fold from about 3, or a potency from the dose series; inactive means the rest, 99 in 100 with activation fold below about 1.6; further: many of its hits are not listed in these tables
T cell HTS: modulates CD8 T cell binding to vesicles; 330,000 tested, 0.068% active; AID 2052; calls only at 7 µM; 2C CD8+ T cell-vesicle binding, flow cytometry; stronger effect = lower value;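 active means response, share of CD8 T cells binding vesicles, and their 90th percentile fluorescence all below set limits, cut at about 80% in these data, passing the limit was not always enough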
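Benchmarks: naked versus QL9-loaded vesicles / Assay system: purified 2C TCR transgenic mouse naive CD8+ T cells / Technique: high-throughput flow cytometry with anti-B7-1 and anti-CD8 staining / Timing: Cell–vesicle co-incubation 1.5 h at 37 °C, staining 20 min on ice / Read-out: percent CD8+ FL2 mean versus row control / Probe or stimulus: QL9-loaded Drosophila micro-vesicles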
T cell HTS vesicle-bound %: also measured in T cell HTS; calls as there; double positive events, %; measured here: CD8+ vesicle-bound cell fraction;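 binding gate set so that unloaded-vesicle control wells show 10% double positive cells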
The depositor's hits bear a star; i = inactive; ? = inconclusive; . = no result given; [ ] = remark or other dose. Unless noted, no stated cut-off is given here; in the data, active means inhibition above about 50%; inactive means the rest.

SMILES	RSV antiviral HEp-2	K1F lysis inhibition	P. falciparum M1AAP	M17LAP inhibition	PMI inhibitors	PMI inhibition	West Nile virus CPE	TNAP activators	T cell HTS	T cell HTS vesicle-bound %
CC(C)C(NC(=O)C1CCCCC1)C(=O)Nc1ccc2c(c1)OCCO2 (stereo not drawn)	0.0%	0.1%	2%	20%	3%	14%	-0.2%	1.1	i	31
Cc1cc(C)c(NS(=O)(=O)c2c(C(=O)N3CCOCC3)c(C)n(C)c2C)c(C)c1	3.7%	0.1%	.	.	.	.	0.1%	.	i	25
CN(C)CCCN(C(=O)c1ccc(S(=O)(=O)N(C)Cc2ccccc2)cc1)c1nc2c(F)cccc2s1	0.4%	-0.1%[50 µM]	.	.	.	.	0.2%	.	i	17
COc1ccc(CCN2CC34C=CC(O3)C(C(=O)NCc3ccccc3Cl)C4C2=O)cc1OC (stereo not drawn)	0.3%	-0.2%	1%	5%	2%	2%	-0.5%	1.1	i	8
CC1CCN(C(=O)C(C)Sc2nc(-c3ccccc3)cc(C(F)(F)F)n2)CC1 (stereo not drawn)	-0.1%	0.6%	20%	-1%	10%	6%	0.0%	1	i	10
Cc1sc(N)nc1-c1c(C)n(C)c2ccccc12	7.0%	1.7%[50 µM]	.	.	.	.	-0.6%	.	i	34
O=C(CN1CCCC1)N1c2ccccc2Sc2ccccc21	0.3%	1.0%[50 µM]	8%	-6%	-9%	-7%	-0.1%	1.1	i	36
CC1=NC(Nc2nc(C)c3ccccc3n2)=NC(C)(C)C1	-1.8%	1.2%	3%	-10%	6%	3%	0.6%	1	i	38
O=S(=O)(NC(=NCCc1ccc(Cl)cc1)c1ccccc1Cl)c1cccs1	2.6%	-1.7%	7%	2%	18%	16%	-1.8%	1	i	39
Nc1ccccc1SCc1c(Cl)cccc1Cl	3.1%	0.5%	-1%	3%	.	.	0.1%	.	i	16
Cc1ccc(NC(=S)NCCc2c[nH]c3ccccc23)cc1	-0.4%	-0.3%	5%	-9%	5%	6%	-0.2%	1.1	i	47
CN(C)c1cc[n+](CC(=O)Nc2c(Cl)cc(Cl)cc2Cl)cc1	-0.1%	-0.8%	2%	3%	-5%	2%	-0.3%	1.1	i	53
Cc1ccc(OCC(=O)Nc2ccccc2C(=O)NC2CC2)cc1C	8.1%	1.4%[50 µM]	.	.	.	.	-0.6%	.	i	13
CC(=O)c1ccc(NC(=O)Nc2ccc3c(c2)N(C)C(=O)CS3)cc1	17%	-0.1%	10%	-2%	10%	14%	0.5%	1.2	i	61
CCc1nn2c(=O)c(S(=O)(=O)Nc3ccccc3)c(C)nc2s1	2.1%	0.8%	.	.	.	.	-0.7%	.	i	48

Three entries out of the list, arranged by SMILES length, smallest number first.
SMILES	RSV antiviral HEp-2	K1F lysis inhibition	P. falciparum M1AAP	M17LAP inhibition	PMI inhibitors	PMI inhibition	West Nile virus CPE	TNAP activators	T cell HTS	T cell HTS vesicle-bound %
O=C(CN1CCCC1)N1c2ccccc2Sc2ccccc21	0.3%	1.0%[50 µM]	8%	-6%	-9%	-7%	-0.1%	1.1	i	36
CCc1nn2c(=O)c(S(=O)(=O)Nc3ccccc3)c(C)nc2s1	2.1%	0.8%	.	.	.	.	-0.7%	.	i	48
COc1ccc(CCN2CC34C=CC(O3)C(C(=O)NCc3ccccc3Cl)C4C2=O)cc1OC (stereo not drawn)	0.3%	-0.2%	1%	5%	2%	2%	-0.5%	1.1	i	8

Later entries
SMILES	RSV antiviral HEp-2	K1F lysis inhibition	P. falciparum M1AAP	M17LAP inhibition	PMI inhibitors	PMI inhibition	West Nile virus CPE	TNAP activators	T cell HTS	T cell HTS vesicle-bound %
CCOCCc1nn2c(=O)cc(CSCC(=O)Nc3ccc(OC)cc3)nc2s1	0.9%	-0.1%	.	.	.	.	-0.1%	.	i	33
O=C1CSC(=Nc2ccc(F)cc2)N1	3.0%	0.4%	.	.	.	.	2.5%	.	i	39
O=C(CS(=O)c1ccc(Br)cc1)N1CCOCC1 (stereo not drawn)	0.8%	-0.1%	.	.	.	.	0.1%	.	i	56
COc1ccc(CCNC(=O)Cn2cnc3ccccc3c2=O)cc1OC	0.9%	8.9%	2%	17%	4%	-4%	-0.1%	1	i	44
CC(C)C(NC(=O)c1ccccc1)c1nnc(SCC(=O)NC2CCCC2)n1C (stereo not drawn)	1.0%	0.2%	.	.	.	.	-0.4%	.	i	21
CCCC(c1nnnn1Cc1cccs1)N1CCN(C2CCCC2)CC1 (stereo not drawn)	0.1%	0.6%	0%	-6%	-3%	-20%	-0.3%	1.1	i	44
CNC(=S)NNC(=O)c1cn(C)nc1C	-1.4%	-3.1%	12%	8%	-38%	-48%	-0.1%	1.2	i	61
O=[N+]([O-])c1ccc(O)c(N=Cc2sc3ccccc3c2O)c1	-2.2%	0.0%	29%	22%	12%	25%	-1.3%	2	i	43
COC(=O)c1cc(S(=O)(=O)Nc2ccsc2C(=O)OC)oc1C	1.0%	0.0%	3%	8%	.	.	?	.	i	35
O=C(CN1CCOCC1)Nc1cc(C(F)(F)F)ccc1Cl	3.2%	0.3%	7%	2%	-7%	20%	-0.5%	1.1	i	36
Nc1cc(OC(=O)c2cccs2)nn1S(=O)(=O)c1ccc(F)cc1	2.0%	0.4%	8%	1%	4%	5%	0.4%	1	i	58
Cc1nc2cc(-c3cccs3)nn2c(NCC(C)(C)CN(C)C)c1C	0.5%	0.3%	5%	-12%	21%	14%	0.7%	1	i	62
COc1ccc(Cn2c(=S)[nH]c3ccsc3c2=O)cc1	1.7%	4.6%[50 µM]	1%	1%	11%	18%	1.4%	1	i	24
COc1ccc(-n2nc(C(=O)N3CCCCC3)c(C)c(C#N)c2=O)cc1	0.1%	0.0%	8%	12%	1%	24%	0.1%	1.1	i	24
NC(=S)N/N=C/c1ccc(-n2nncc2-c2ccc(Cl)cc2)cc1	-0.5%	0.0%	.	.	.	.	-1.0%	.	i	33
O=C1CC(c2ccco2)CC(O)=C1C=NCCN1CCNCC1 (stereo not drawn)	0.6%	-0.1%	-1%	-12%	24%	26%	0.2%	1.1	i	57
Cc1ccc(CCNC(=O)c2nnn(-c3cccc(C)c3)c2N)cc1	3.7%	0.7%	-2%	5%	7%	9%	-0.2%	1.1	i	3
CCOC(=O)C1CCN(CCC(=O)Nc2cccc(C)c2)CC1	-0.6%	1.6%	0%	-20%	19%	17%	-0.2%	1.1	i	8
Cc1ccccc1S(=O)(=O)Cc1ccc(C(=O)NCCc2ccccc2)o1	2.0%	-0.2%	.	.	.	.	-0.6%	.	i	13
Cc1cccc(Nc2nccc(N(C)C)c2C#N)c1	0.3%	.	10%	-3%	6%	2%	-0.3%	1.1	i	32
Cc1cccc(-n2ncc3c(N)ncnc32)c1	0.9%	2.9%	9%	1%	5%	-7%	1.1%	1.1	i	57
CCOc1ccc(CCNC(=O)CCc2nc(-c3ccc(OC)cc3)no2)cc1OCC	1.1%	0.7%	-2%	0%	4%	-1%	-0.4%	1	i	49
COc1ccc(-c2onc3ccc(C(C)=O)cc23)cc1	0.6%	0.0%	.	.	.	.	-1.1%	.	i	48
COc1ccc(CN2CCNC(=O)C2CC(=O)NC2CCC2)c(OC)c1 (stereo not drawn)	1.4%	0.0%	.	.	.	.	-0.5%	.	i	9
COc1ccc(OCC(=O)N/N=C\c2ccco2)cc1	2.7%	-0.7%	3%	7%	6%	4%	-0.3%	1.1	i	10
Clc1ccc(CCNc2nc3ccccc3s2)cc1	9.2%	0.0%	-2%	-8%	7%	1%	-1.1%	1.1	i	52
CCOC(=O)N1CCC(NC(=O)c2ccc3c(c2)N=C(C)c2c(C)ccc(C)c2S3)CC1	14%	1.5%	.	.	.	.	-0.1%	.	i	18
O=C(CCN1C(=O)C2C3C=CC(C3)C2C1=O)N1CCN(c2ccccc2Cl)CC1 (stereo not drawn)	2.9%	-0.2%	6%	-1%	11%	-2%	-0.3%	1.1	i	38
Cc1ccc(CNC(=O)CNS(=O)(=O)c2ccc3c(c2)C(C)(C)C(=O)N3C)cc1	3.0%	1.8%	.	.	.	.	-0.2%	.	i	38
COc1ccc2oc(C(=O)N(C)CCOc3ccccc3)c(C)c2c1	10%	-0.1%	.	.	.	.	-0.1%	.	i	10
Cc1cccc(NS(=O)(=O)c2cc(C(=O)OC(C)C(=O)NCc3ccc4c(c3)OCO4)ccc2C)c1 (stereo not drawn)	12%	3.5%	2%	1%	7%	1%	-1.0%	0.9	i	46
CC(=O)c1c(C)[nH]c(C(=O)Nc2ccc(C)cc2Br)c1C	1.7%	0.4%	.	.	.	.	-0.9%	.	i	34
Cc1ccccc1Cn1nc(C)c(NC(=O)/C=C/c2cnn(C)c2)c1C	0.0%	6.1%	12%	-10%	-4%	-8%	-0.5%	1.1	i	39
CC(=O)Nc1ccc2c(c1)C(C)(C)C(C)N2C (stereo not drawn)	-0.7%	.	1%	-12%	35%	.	3.3%	1.2	i	59
CCC(C)(C(=O)Nc1ccc2c(c1)OCCO2)N(C(C)=O)c1ccc(C(N)=O)cc1 (stereo not drawn)	5.5%	-0.4%	4%	0%	5%	6%	-0.3%	1.1	i	29
Cc1ccc(S(=O)(=O)N2CCC(=O)N(CCOC(=O)Nc3cccc(Cl)c3)CC2)cc1	5.4%	0.0%	3%	2%	-5%	-9%	-2.0%	1	i	9
CCc1nnc(NC(=O)c2ccc(-c3ccc(F)cc3)o2)s1	0.7%	0.0%	5%	-5%	-10%	-7%	-0.2%	1.1	i	53
CCc1ccc(/C=C2\C(=N)N3N=C(CC(=O)N4CCCCC4)SC3=NC2=O)cc1	-0.2%	-3.7%	.	.	.	.	0.5%	.	i	31
Cc1c(Cl)cccc1NS(=O)(=O)c1ccc(-c2ccc(=O)[nH]n2)o1	3.0%	0.1%	.	.	.	.	-0.4%	.	i	10
CCOC(=O)c1sc2ncnc(N3CCN(CC)CC3)c2c1C	-1.5%	-0.8%	5%	-2%	0%	-3%	-0.5%	1.1	i	59
CCNc1nc(NCC)nc(SCCOC(=O)Nc2ccc(Cl)cc2Cl)n1	8.8%	0.2%[50 µM]	-7%	2%	18%	17%	-1.4%	1	i	54
Cc1ccc(NC(=O)CO/N=C/c2ccc(N(C)C)cc2)cc1	2.4%	0.1%	2%	-4%	12%	2%	-0.5%	1.1	i	61
Cc1ccc(NC(=O)C2CCCN(c3ncnc4c3nc3n4CCCCC3)C2)cc1Cl (stereo not drawn)	20%	0.2%	.	.	.	.	0.4%	.	i	28
